Assay outcomes as filed in PubChem BioAssay.
M5 ag: human M5 muscarinic receptor agonists, primary screen, CHO-K1 cells, Fluo-8 calcium fluorescence. AID 624037, 2012. 360,000 tested, 0.19% active. Muscarinic acetylcholine receptor M5 (Homo sapiens), P08912. CHO-K1 hM5 cells; 0% DMSO wells, 100% maximal acetylcholine response. activation, % at 3 µM;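 active means activation above the run's mean over test compounds plus 3 SD, cut at about 23% in these data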;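 further: signal is peak over basal fluorescence ratio across the kinetic read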
CRFBP-R2 agonist: agonists of CRF-BP/CRF-R2 complex, primary screen, cell-based, HEK293, calcium dye fluorescence, uHTS. CRF-binding protein / CRF receptor 2 complex (human). calcium dye fluorescence (FLIPR); percent of saturating CRF peptide response. activation, % at 13.2 µM. 350,000 tested, 0.46% active;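 active means activation of at least 50%, plus an integration ratio under a set limit after plate pattern correction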;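 further: plate controls were neutral control wells without compound for no effect and CRF at EC100 for full effect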
CHRM5 antagonist: human M5 muscarinic receptor antagonists, primary screen, CHO cells, Fluo-8 calcium fluorescence; CHO-hM5 cells, ACh EC80; inhibition, % at 3 µM; 360,000 tested, 0.59% active; AID 624040, 2012;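 active means inhibition above a per-plate cutoff, the mean of that plate's test compounds plus 3 SD, cut at about 27% in these data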;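 further: 0% = acetylcholine EC80 with DMSO and 100% = DMSO without agonist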
M4 PAM: human M4 muscarinic receptor positive allosteric modulators, primary screen, CHO-K1 cells, Fluo-8 calcium fluorescence; 360,000 tested, 0.4% active; CHO-K1 hM4/Gqi5, ACh EC20; 0% = ACh EC20, 100% = maximal ACh; Muscarinic acetylcholine receptor M4 (Homo sapiens), P08173; activation, % at 3 µM; AID 624126, 2012;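 active means activation above its plate's cutoff, the mean activation of sample wells plus 3 SD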; further: some results filed as inactive read as strong as hits
Target sequence (P08173 whole entry, looked up): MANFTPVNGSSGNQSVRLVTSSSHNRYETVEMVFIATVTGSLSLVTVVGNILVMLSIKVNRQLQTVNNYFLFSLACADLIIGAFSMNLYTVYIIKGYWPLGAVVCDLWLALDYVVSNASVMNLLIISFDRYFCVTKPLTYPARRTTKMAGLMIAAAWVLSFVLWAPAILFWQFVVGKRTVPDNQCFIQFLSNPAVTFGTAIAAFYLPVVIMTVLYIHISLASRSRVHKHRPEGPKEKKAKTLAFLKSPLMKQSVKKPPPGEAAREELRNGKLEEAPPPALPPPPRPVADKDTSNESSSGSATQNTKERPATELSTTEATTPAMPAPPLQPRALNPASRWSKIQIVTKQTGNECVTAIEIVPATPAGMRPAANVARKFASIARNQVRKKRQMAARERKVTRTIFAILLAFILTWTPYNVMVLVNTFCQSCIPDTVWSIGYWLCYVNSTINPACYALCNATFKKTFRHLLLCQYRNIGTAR
M1 PAM: human M1 muscarinic receptor positive allosteric modulators, primary screen, CHO-K1 cells, Fluo-8 calcium fluorescence, 1536-well. activation, % at 3 µM. CHO-K1 hM1, ACh EC20; 0% = ACh EC20, 100% = maximal ACh. 360,000 tested, 0.088% active. AID 588819, 2011. Muscarinic acetylcholine receptor M1 (Homo sapiens), P11229; in the data active means activation above about 19%, passing the limit was not always enough
Target sequence (P11229 whole entry, looked up): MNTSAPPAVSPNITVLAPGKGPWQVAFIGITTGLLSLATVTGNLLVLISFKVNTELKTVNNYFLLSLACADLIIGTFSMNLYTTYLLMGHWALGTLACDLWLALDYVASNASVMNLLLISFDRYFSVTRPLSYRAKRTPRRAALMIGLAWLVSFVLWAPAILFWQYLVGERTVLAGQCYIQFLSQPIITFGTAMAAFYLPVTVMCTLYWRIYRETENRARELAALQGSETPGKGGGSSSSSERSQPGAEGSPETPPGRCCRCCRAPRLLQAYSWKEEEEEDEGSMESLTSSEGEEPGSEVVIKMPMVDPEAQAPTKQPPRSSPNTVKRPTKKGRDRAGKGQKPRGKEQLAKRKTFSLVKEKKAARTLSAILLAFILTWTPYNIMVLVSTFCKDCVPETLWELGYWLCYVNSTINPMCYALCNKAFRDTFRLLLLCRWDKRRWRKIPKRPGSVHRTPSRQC
CRFBP-R2 block: antagonists of CRF-BP/CRF-R2 complex, primary screen, cell-based, HEK293, calcium dye fluorescence, uHTS; CRF-induced calcium fluorescence; inhibition, % at 11.8 µM; 350,000 tested, 0.59% active;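 active means inhibition of the ligand-induced calcium signal above about 50% at the single tested concentration, limit read from the data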
M4 ag: human M4 muscarinic receptor agonists, primary screen, CHO-K1 cells, Fluo-8 calcium fluorescence; Muscarinic acetylcholine receptor M4 (Homo sapiens), P08173; CHO-K1 hM4/Gqi5; vehicle 0%, full acetylcholine response 100%; AID 624127, 2012; 360,000 tested, 0.14% active; activation, % at 3 µM;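 active means activation above the run mean over all test wells plus 3 SD, cut at about 32% in these data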;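 further: peak over basal fluorescence ratio per well then scaled between controls; 0% = DMSO wells and 100% = acetylcholine at EC100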
M5 PAM: human M5 muscarinic receptor positive allosteric modulators, primary screen, CHO-K1 cells, Fluo-8 calcium fluorescence; Muscarinic acetylcholine receptor M5 (Homo sapiens), P08912; CHO-K1 hM5, ACh EC20 PAM; 0% = ACh EC20, 100% = ACh EC100; activation, % at 3 µM; 360,000 tested, 0.3% active;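 active means activation above the run cutoff, the mean activation of all test compounds plus 3 SD, cut at about 18% in these data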
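Assay system: CHO-K1 hM5 cells / Incubation: Fluo-8 loading 80 min at 37 °C plus 30 min room temperature / Technique: Fluo-8 calcium dye fluorescence, kinetic read / Repeats: single replicate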
M4 antag: human M4 muscarinic receptor antagonists, primary screen, CHO cells, Fluo-8 calcium fluorescence; Muscarinic acetylcholine receptor M4 (Homo sapiens), P08173; CHO-hM4 cells, ACh EC80; inhibition, % at 3 µM; 360,000 tested, 0.73% active; AID 624125, 2012;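 active means inhibition above its plate's cutoff, the mean inhibition of sample wells plus 3 SD, cut at about 27% in these data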;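 further: 0% = acetylcholine EC80 with DMSO and 100% = DMSO without agonist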
* = called active by the depositor; nt = not tested or not shown.

SMILES	M5 ag	CRFBP-R2 agonist	CHRM5 antagonist	M4 PAM	M1 PAM	CRFBP-R2 block	M4 ag	M5 PAM	M4 antag
C=CCOc1ccc(CN(C)Cc2nc3cc(C(F)(F)F)ccc3c(=O)[nH]2)cc1	-2	2.2	6	-1	4	-6	1	-4	2
CCN(CC)C(=O)CSc1nnc(CCCCCNC(=O)OC(C)(C)C)o1	2	1.6	-11	27	7	9	2	8	-7
COn1c(=O)c(-c2ccc(Cl)cc2)[n+]([O-])c2ccccc21	-2	0.4	-1	13	1	9	5	7	-7
CCc1nnc(NC(=O)COC(=O)c2cc(OC)cc(OC)c2)s1	3	-3.1	8	-2	5	-13	0	-2	-6
COc1ccc(OCC(=O)OCCN2C(=O)c3ccccc3C2=O)cc1	-2	-0.6	-8	-1	9	6	2	1	-2
Cc1sc2nc(CSCC(=O)Nc3c(Cl)cccc3Cl)[nH]c(=O)c2c1C	-1	-1.3	-8	-5	6	13	1	0	-2
C#Cc1ccc([C@H]2C=C(C(=O)NCc3nc4ccccc4[nH]3)O[C@@H](OCc3ccc(CO)cc3)C2)cc1	3	-0.1	2	-1	12	-6	5	10	-1
O=C(COc1ccc(/C=N/NC(=O)c2cccnc2)cc1)Nc1ccccc1	-3	-0.6	7	0	-1	-6	6	-4	5
Cc1ccc(N(C(=O)c2csnn2)C(C(=O)NC2CCCCC2)c2ccncc2)c(C)c1 (configuration not stated)	-3	2.0	9	5	17	-4	0	-3	-16
Cc1ccc(-c2nc3c(Cl)cc(C(F)(F)F)cn3c2Cc2cccc(Cl)c2)cc1	1	nt	-5	2	nt	nt	0	-10	-3
COc1ccc(S(=O)(=O)N(n2c(C)nnc2-n2nc(C)cc2C)S(=O)(=O)c2ccc(OC)cc2)cc1	0	0.9	4	-2	3	-32	1	9	0
CC[C@@H]1C=C(C(=O)O)[C@H](c2ccc(Cl)c(Cl)c2)N1S(=O)(=O)c1ccc(C)cc1	-1	0.3	11	0	0	15	-1	-7	-1
COc1ccc(-c2nn(-c3ccccc3)cc2/C=N/Nc2ccc(S(N)(=O)=O)cc2[N+](=O)[O-])cc1OC	2	1.1	12	1	3	-13	1	-5	2
CC(C)(C)c1ccc(CC(=O)N2CCC2(C)C(=O)NCc2cccc3ccccc23)cc1 (configuration not stated)	0	nt	1	0	16	nt	3	-2	-14
O=C(Oc1cccc(/C=N/NC(=O)c2ccccn2)c1)c1ccc([N+](=O)[O-])cc1	-1	0.2	-5	0	7	8	1	0	7
CC(=O)c1cccc(NC(=O)CCOc2ccccc2)c1	-2	-0.9	-11	-2	5	-14	8	-4	-23
COc1ccccc1NC(=O)N1CCCC1C(=O)Nc1ccc(NC(C)=O)cc1 (configuration not stated)	0	-0.8	3	8	2	12	1	-6	6
C=C1CSc2nc3ccccc3c(=O)n21	0	0.0	0	7	5	-3	1	-1	7
CCOC(=O)C1=C(O)C(=O)N(Cc2ccccc2)C1	-2	-1.8	4	-1	-2	1	4	-3	1
O=C(Cn1ccc([N+](=O)[O-])n1)NCc1ccco1	2	0.5	12	0	3	-18	0	-5	3
c1ccc2cc(CCCc3cc4ccccc4cn3)ncc2c1	-7	-4.1	-10	-2	8	14	1	12	-14
CCOC(=O)c1ccc(NC(=O)c2cc3ccccc3o2)cc1	-3	2.3	-7	4	2	2	9	9	-8
Cc1nn(C)c(Oc2cccc(C(F)(F)F)c2)c1C#N	-1	-0.4	0	8	15	20	0	-2	-8
CC(=O)C1C(=O)C=C(c2cccs2)CC1c1ccccc1 (configuration not stated)	-7	2.1	5	-1	-12	27	2	2	-5
CSCC[C@H](NC(=O)OC(C)(C)C)c1nnc(SCc2cccc(F)c2)o1	-8	-3.8	-3	2	-2	-28	3	-8	-7
CCOC(=O)Cn1c(=NC(=O)C(C)(C)C)sc2cc([N+](=O)[O-])ccc21	-3	0.1	0	0	6	-17	0	-3	-1
C[C@@H]1CN([C@H](C)CO)C(=O)CCCn2nncc2CO[C@H]1CN(C)Cc1ccc(C(F)(F)F)cc1	-1	-0.9	-2	1	5	0	1	0	-10
COc1ccccc1C(=O)NC(=O)COC(=O)/C(=C/c1ccccc1)NC(C)=O	-4	-0.6	2	5	9	-8	1	1	-5
CCOc1ccc2c(c1)-c1c(ssc1=S)C(C)(C)N2C(=O)CSC1=NCCS1	-1	-0.3	0	6	2	35	-1	1	2
CC1=Nn2c(nnc2-c2cccs2)SC1	-1	1.7	-1	5	2	-27	3	-6	6

Record cards, as listed above:
Entry for COc1ccccc1C(=O)NC(=O)COC(=O)/C(=C/c1ccccc1)NC(C)=O : M5 ag: -4; CRFBP-R2 agonist: -0.6; CHRM5 antagonist: 2; M4 PAM: 5; M1 PAM: 9; CRFBP-R2 block: -8; M4 ag: 1; M5 PAM: 1; M4 antag: -5
Entry for CCOc1ccc2c(c1)-c1c(ssc1=S)C(C)(C)N2C(=O)CSC1=NCCS1 : M5 ag: -1; CRFBP-R2 agonist: -0.3; CHRM5 antagonist: 0; M4 PAM: 6; M1 PAM: 2; CRFBP-R2 block: 35; M4 ag: -1; M5 PAM: 1; M4 antag: 2
Entry for CCOC(=O)c1ccc(NC(=O)c2cc3ccccc3o2)cc1 : M5 ag: -3; CRFBP-R2 agonist: 2.3; CHRM5 antagonist: -7; M4 PAM: 4; M1 PAM: 2; CRFBP-R2 block: 2; M4 ag: 9; M5 PAM: 9; M4 antag: -8

New compounds follow.
SMILES	M5 ag	CRFBP-R2 agonist	CHRM5 antagonist	M4 PAM	M1 PAM	CRFBP-R2 block	M4 ag	M5 PAM	M4 antag
Fc1cccc(Cc2c(-c3cccc(Cl)c3)nc3ccc(Br)cn23)c1	-4	nt	7	-3	3	nt	-1	0	6
O=C(O)c1ccc(CSc2nnc(SCc3ccccc3)s2)cc1	3	-1.5	-8	6	7	24	4	0	7
CN(CCc1ccccn1)C(=O)CCC1CCCN(C(=O)c2cccc(N(C)C)c2)C1 (configuration not stated)	-3	0.0	-8	-5	5	0	3	9	-3
CC(C)CC(C(=O)O)N1C(=O)C2C3C=CC(C2C1=O)C1C(=O)N(C(CC(C)C)C(=O)O)C(=O)C31 (configuration not stated)	-4	-3.4	16	-1	5	-7	0	-5	6
CCOc1ccc(C(=O)Nc2c(C(=O)N3CCC(N4CCCCC4)CC3)oc3ccccc23)cc1	-6	-0.7	-17	-3	4	-3	2	2	0
CCOc1ccccc1NC(=O)C1CCC(CNc2c(N3CCCCC3)c(=O)c2=O)CC1 (configuration not stated)	-3	-2.4	13	6	14	4	0	5	-3
Cc1ncc(N=Nc2ccccc2)c(-c2ccccc2)n1	-4	-1.6	-5	17	8	-7	0	7	-2
COc1c(Cl)cc(Br)c(OC)c1C(=O)NC(=O)Nc1nc(C)cc(C)n1	2	0.0	10	-24	-5	4	11	-15	-8
Cc1cc(C)nc(NN=CC2=C(N3CCOCC3)/C(=C/c3ccc(Cl)cc3)CC2)n1	1	0.3	10	1	5	8	2	4	-8
CCN1CCCC1CNC(=O)c1cc(S(=O)(=O)N(C)C)ccc1Cl (configuration not stated)	-5	0.1	5	6	2	3	1	1	-6
CCCN(CC(=O)Nc1ccc(Cl)cc1Cl)Cc1cc(=O)n2ccsc2n1	-4	-2.3	3	-3	1	-22	10	-1	0
N=c1c(C(=O)NCCc2ccccc2)cc2c(=O)n3ccccc3nc2n1CCCN1CCOCC1	-8	1.6	-6	-13	2	-3	2	-4	-9
CCOC(=O)c1c(C)nn(-c2ccc(NC(=O)/C=C/C(=O)O)cc2)c1C	4	1.4	-4	-4	12	6	0	5	1
CC(=O)N(C)C[C@H]1Oc2cc(Br)ccc2S(=O)(=O)N([C@H](C)CO)C[C@@H]1C	0	0.6	-7	9	7	14	1	-3	-21
CCCOc1ccc(C(=O)CCNC(Cc2c[nH]c3ccccc23)C(=O)O)cc1 (configuration not stated)	-3	3.0	1	-4	9	16	0	4	-4
O=C(c1ccc(-c2ccccc2)cc1)N1CCN(c2ccccc2)CC1	4	0.0	-2	1	12	5	0	7	-5
CC(C)CC(=O)N1CCC(O)(CS(=O)(=O)c2ccc(Cl)c(Cl)c2)CC1	-12	-4.2	7	-3	-1	11	2	-1	8
Cc1ccc(-c2cnc3c(c2)C(=O)N([C@H](C)CO)C[C@@H](C)[C@@H](CN(C)C(=O)Cc2ccccc2)O3)cc1	-3	0.3	-8	5	14	6	-1	3	-16
Cc1cc(C(=O)N(CCC#N)Cc2cccs2)no1	2	-0.8	8	11	9	9	0	2	3
CCOC(=O)c1ccc(NC(=O)c2nc[nH]c2C(=O)NC2CCN(C(=O)OC(C)(C)C)CC2)cc1	1	4.2	11	4	6	-8	2	2	7
Cc1cc(C)c(NC(=O)C2CCN(C(=O)c3ccco3)CC2)c(C)c1	-1	0.3	5	0	0	-12	1	-2	2
Cc1ccc(O)c(-c2cc(C(=O)Nc3cccnc3)[nH]n2)c1	1	1.5	6	-9	1	7	4	-10	-3
O=C(NNC(=S)Nc1ccc(Br)cc1)c1ccc(N2CCOCC2)c([N+](=O)[O-])c1	1	0.0	-4	-5	1	18	4	-4	-5
Cc1ccc2nc(NC(=O)C3CCCN(S(=O)(=O)c4cccnc4)C3)sc2c1 (configuration not stated)	6	0.0	-2	-6	-3	-18	9	-7	9
Oc1c(Cl)cc(Cl)cc1/C=N/c1ncn[nH]1	-1	13	15	-10	-3	-4	20	-7	0
O=[N+]([O-])c1ccc2[nH]c(O)c(N=NC3CCS(=O)(=O)C3)c2c1 (configuration not stated)	4	1.4	-6	0	2	7	1	9	-7
O=C(CNCc1cccs1)Nc1ccc(S(=O)(=O)N2CCCCC2)cc1	-3	-1.7	1	8	-6	3	6	-3	-21
O=C(O)c1cccc2c1C(=O)c1ccc(N3CCCC3)cc1S2(=O)=O	12	17	4	-5	6	-4	26	-1	13
COc1ccc2ccccc2c1/C=N/NC(=O)c1ccccc1F	-5	-2.8	15	-5	6	-22	1	-5	8
CC(C)c1nc2cc(C(=O)N(C)C3CCOCC3)ccc2o1	-2	0.3	3	3	9	-12	0	0	7
O=C(NCCc1ccccc1)NC(Cc1ccccc1)C(=O)O (configuration not stated)	-3	0.0	9	-5	3	0	0	-4	4
CCc1ccccc1NC(=O)CNC(=O)c1cc(C2CC2)nn1-c1ccccc1	0	-0.5	10	-1	0	-4	3	0	-1
Cc1ccc(N2CC(C(=O)NC3CC3)CC2=O)cc1Cl (configuration not stated)	-1	-1.0	10	2	5	0	2	2	-4
Cc1ccc(CC2CC(=O)N(c3cc(C)on3)C2=O)cc1 (configuration not stated)	1	-1.4	-2	2	16	-18	-1	6	-10
O=Nc1c(O)cc(O)c2ccccc12	3	-1.8	15	4	7	5	0	-2	-1
Cc1nnc(SCC(=O)c2ccc(Br)cc2)s1	-7	-1.3	0	-4	8	5	1	5	4
Cc1ccc(S(=O)(=O)N2CCN(C(=O)c3ccccc3OCc3c(C)noc3C)CC2)cc1	-1	0.9	-1	10	9	-4	2	-5	-16
CC(C)Oc1ccc(C(=O)/C=C2/C(=O)Nc3ccccc32)cc1	5	-0.3	19	-17	10	-34	8	3	24

Outcome played no part in choosing rows. Share with any hit: about 2.6%.
